Screening results: PubChem BioAssay, National Center for Advancing Translational Sciences (NCATS)
GAA inh: blocks human lysosomal alpha-glucosidase; Potency, µM (doses to about 76.9 µM), inactives show at the top dose activity change, negative = inhibition, most hits filed as inhibitors; P10253; AID 1466; actives 0.005% (n = 200,000); purified human GAA, 4-MU-alpha-glucoside fluorescence;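 note: plate controls were uninhibited enzyme wells for no effect and no-enzyme background for full effect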
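Read-out is 4-methylumbelliferone fluorescence (Ex 365/Em 440 nm) after NaOH/glycine stop at pH 10. Enzyme 4 nM, substrate 400 uM, pH 5.0 citrate buffer, 20 min room temperature; AC50 from Hill-equation concentration-response.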
GLA spleen mod: inhibits or activates alpha-galactosidase in human spleen homogenate. P06280. actives 0.008% (n = 240,000). Potency, µM (highest dose often 80 µM), inactives show top-dose activity change, negative = inhibition, actives largely listed as inhibitors. human spleen homogenate, 4MU-alpha-Gal fluorescence, 40 min;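 note: 0% = enzyme with vehicle and -100% = no enzyme basal signal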
Target sequence (P06280 32-429 limits assumed): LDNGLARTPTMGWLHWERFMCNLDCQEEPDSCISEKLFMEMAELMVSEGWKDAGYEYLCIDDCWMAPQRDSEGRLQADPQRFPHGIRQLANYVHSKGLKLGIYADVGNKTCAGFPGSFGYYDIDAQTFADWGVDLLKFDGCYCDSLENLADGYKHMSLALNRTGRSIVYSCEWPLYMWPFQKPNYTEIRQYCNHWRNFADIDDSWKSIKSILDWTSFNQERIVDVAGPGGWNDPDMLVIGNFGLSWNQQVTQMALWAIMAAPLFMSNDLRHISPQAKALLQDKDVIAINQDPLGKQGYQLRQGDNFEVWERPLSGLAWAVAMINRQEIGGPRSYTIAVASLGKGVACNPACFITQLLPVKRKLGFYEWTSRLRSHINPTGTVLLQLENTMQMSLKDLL
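Spleen homogenate 1 ug + cpd (titration) + 4-MU-alpha-D-galactopyranoside 1 mM; 37C 40 min; 50 mM citrate/phosphate pH 5.0, 0.01% Tween-20; stop pH 10; fluorescence 365/440; AC50 via Hill.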
aGlu spleen mod: lysosomal alpha-glucosidase (human) modulation; actives 0.006% (n = 240,000); P10253; Potency, µM (doses to about 79.9 µM), for inactives: top-dose activity change, negative = inhibition, most hits filed as inhibitors; human spleen homogenate, 4-MU-alpha-glucoside fluorescence;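 note: 0% = enzyme with vehicle and -100% = no enzyme basal signal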
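Enzyme source: human spleen homogenate, 1 ug/well. Buffer 50 mM citric acid/K phosphate pH 5.0, 0.01% Tween-20. 4-MU-alpha-glucoside 1 mM; 37 C x 40 min; NaOH/glycine stop; fluorescence.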
Tau fibril FP: blocks human tau fibril formation measured by polarization. P10636. K18 P301L tau heparin fibrillization, Alexa594 FP, 6 h. Potency, µM (series often up to 57.7 µM), for the others: top-dose activity, negative = inhibition, most hits filed as inhibitors. actives 0.39% (n = 280,000); note: % is set by controls: 0 for no effect and ±100 for the full control effect; nearly all actives have a fitted effect of over 55% in size
Target sequence (P10636 561-689 P618L limits assumed): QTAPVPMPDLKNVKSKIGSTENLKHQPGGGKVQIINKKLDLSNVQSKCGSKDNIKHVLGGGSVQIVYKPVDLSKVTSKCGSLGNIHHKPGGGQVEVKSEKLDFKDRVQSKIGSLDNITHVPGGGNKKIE
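Recombinant K18 P301L […], labeled with Alexa 594 at 0.24 uM over 15 uM unlabeled; heparin inducer 20 uM final; 37 C, 6 hr; FP endpoint.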
GAA glycogen mod: inhibitors or activators of human alpha-glucosidase glycogen cleavage; recombinant GAA, glycogen substrate, Amplex Red glucose oxidase fluorescence; Potency, µM (doses to about 76.4 µM), for the others: at the highest dose activity change, negative = inhibition, usual class: inhibitors; actives 0.38% (n = 300,000);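 note: 0% = full enzyme reaction and -100% = no-enzyme basal signal; the screen sought inhibitors and activators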
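Recombinant human alpha-glucosidase (4 nM final) hydrolysed bovine liver glycogen (30 ug) for 40 min at 37 C in pH 5.0 citrate/phosphate with 0.01% Tween-20. Released glucose detected by glucose oxidase/Amplex Red, Ex 573/Em 610 nm. Compounds up to 77 uM; AC50 from Hill fits.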
Tau fluor counter: counter-screen for tau fibril formation inhibitors; tau K18 P301L Alexa594 fluorescence, heparin fibrillization; Potency, µM (doses to about 57.7 µM), without a hit: top-dose activity change, negative = decrease; actives 0.93% (n = 280,000); AID 1463; note: % is set by controls: 0 for no effect and ±100 for the full control effect; nearly all actives have a fitted effect of over 55% in size
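Human tau K18 P301L (15 uM unlabeled, 0.24 uM Alexa 594-labeled) in 100 mM sodium acetate pH 7 with 20 uM heparin, 6 hr at 37 C. ThT 30 uM added, 1 hr ambient; Alexa 594 FP and total fluorescence read at 555/632 nm.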
HTT ATP protect: Huntington cell model cytoprotection by ATP luminescence; PC12 HTT-Q103 induced, cytoprotection, ATP luminescence, 40 h; Potency, µM (highest dose often 56.4 µM), for the others: cytoprotection (ATP increase), hits mostly activators; actives 0.14% (n = 230,000); AID 1471;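 note: % of control where 0% means no effect; nearly all actives have a fitted effect of over 45% in size; toxic huntingtin expression switched on by the ecdysone agonist tebufenozide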
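Stable PC12 Q103-GFP cells in serum-supplemented, phenol red-free DMEM; induction by tebufenozide at 100 nM final; compound dose series; cell viability quantified luminescently from ATP.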
Tau ThT inhib: blocks human tau fibril formation measured by thioflavin T. P10636. Potency, µM (top dose mostly 57.4 µM), for inactives: at the top dose activity, negative = inhibition, most hits filed as inhibitors. recombinant tau K18 P301L (four-repeat tau fragment), heparin-induced fibrillization, ThT fluorescence. AID 1460. actives 2.1% (n = 270,000); note: % is set by controls: 0 for no effect and ±100 for the full control effect; nearly all actives have a fitted effect of over 55% in size
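Heparin-induced (20 uM) aggregation of recombinant human K18 P301L tau, 15 uM unlabeled with 0.24 uM labeled, pH 7 acetate buffer, 6 hr at 37 C with compound. Fibrils quantified by 30 uM ThT fluorescence after 1 hr ambient incubation.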
An asterisk follows results filed as active; ? = inconclusive; . = no result given; & = joins results of further samples; [ ] = another dose, or the depositor's remark. Calls come from the whole dose curve; as a rule, active = well fitted curve in the direction sought with a large enough effect; inconclusive = small, poorly fitted or top-dose-only effect, or another doubt; inactive = no such curve, though single readings can be large; an effect the other way counts as inactive or inconclusive. Potency is the fitted concentration of half-maximal effect.

The line under a structure holds: GAA inh | GLA spleen mod | aGlu spleen mod | Tau fibril FP | GAA glycogen mod | Tau fluor counter | HTT ATP protect | Tau ThT inhib
- CCc1ccccc1NC(=O)CSC1=C(C#N)C(c2ccc(O)c(OC)c2)C2=C(CCCC2=O)N1 (stereo unspecified)
→ -19.5% | -2.9% | -4.1% | 3.2% | ? | -9.4% | 15.0% | -2.4%
- CCCN1C(C(=O)c2ccccc2)=C(OC(=O)COc2ccccc2)c2ccccc2S1(=O)=O
→ . | . | . | 6.0% | 10.2%[76.3 µM] | -24.9% | . | ?
- C/C(=N\N=C(/N)SC1CC(=O)N(c2ccc(Br)cc2)C1=O)c1cccs1 (stereo unspecified)
→ -14.5% | 3.4% | -2.9% | ? | -6.7% | ? | 0.6% | -2.6%
- c1ccc(-n2cnc3cc(NCc4ccncc4)ccc32)cc1
→ 5.7% | -0.3% | -1.7% | 9.6% | -18.4% | -10.4% | 9.2%[10 µM] | ?
- Cc1cc(C)c(C)c(S(=O)(=O)N2CCN(CC(=O)NC(=O)NCc3ccccc3)CC2)c1C
→ -1.1% | -5.4% | -5.4% | -6.2% | 0.4% | -6.4% | 0.3% | -8.3%
- CCN(CC)CCNC(=O)c1cn(CC)c2ccc(S(=O)(=O)N3CCOCC3)cc2c1=O
→ . | . | . | -7.1% | -12.5%[76.3 µM] | 1.5% | . | 3.0%
- CCOC(=O)/C(C#N)=C(/C)c1ccc(OC)cc1
→ -2.7% | -1.0% | 2.2% | 0.0% | 0.1% | 0.1% | 8.0% | -4.3%
- CCCC(=O)c1c(NC)cc(C)oc1=O
→ -1.4% | -20.7% | -1.4% | -3.4% | 0.4% | -5.7% | -3.0% | -2.1%
- Cc1cccc(NC(=S)N2CCCC(c3nc4ccccc4[nH]3)C2)c1 (stereo unspecified)
→ -6.2% | -2.6% | -1.8% | 8.0% | -3.7% | -17.9% | -35.0%[inhibitor] | -8.2%
- COc1cccc(/C=N/n2c(SC)nnc2-c2ccccc2)c1OC
→ -2.3% | -4.1% | -5.0% | 11.3% | -11.6% | 7.6% | -12.1% | -2.8%
- Cc1ccc(CNC(=O)Cn2c(=O)n(-c3cccc(Cl)c3)c(=O)c3sc4ccccc4c32)cc1
→ . | . | . | ? | 4.7%[76.3 µM] | -17.7% | . | -1.1%
- COc1ccc(NC(=O)Nc2cccnc2)cc1
→ -1.5% | -5.8% | -7.0% | 7.5% | 0.8% | -19.9% | -173.5%[inhibitor] | -14.3%
- Cc1nccc(-c2ccc3c(c2)OCO3)n1
→ -2.9% | 1.5% | . | 4.3% | 2.9% | 2.0% | -32.4% | -3.8%
- CCc1ccccc1NC(=O)CCCN1C(=O)COc2ccc(C)cc21
→ . | . | . | 2.1% | 14.9%[76.3 µM] | -22.2% | . | -14.2%
- O=C(Nc1ccccc1F)c1ccc(S(=O)(=O)NCC2CCCO2)cc1 (stereo unspecified)
→ 1.2% | -2.5% | -3.6% | 2.4% | 10.0% | 0.5% | -22.8%[10 µM] | -5.7%
- COc1ccc(CCN(C(=O)c2cccc(F)c2)C2CC(=O)N(c3ccc(OC)cc3)C2=O)cc1 (stereo unspecified)
→ ? | 1.7% | 6.3% | 15.5% | 1.1% | -11.8% | 9.5%[10 µM] | -10.7%
- Fc1cccc(Cl)c1-c1nnc2ccc(C(F)(F)F)cn12
→ 3.2% | 5.1% | 0.7% | -5.7% | -10.3% | -3.9% | 18.3%[10 µM] | -1.0%
- Cc1ccc(N(C(=O)Cc2cccs2)C(C(=O)NCC2CCCO2)c2ccncc2)cc1 (stereo unspecified)
→ ? | -4.6% | -0.7% | 1.3% | 6.5% | 14.0%[2.34 µM] | -32.1%[10 µM] | 3.9%
- CC(C)(C)C(=O)Nc1ccc2nc(SCC(=O)N3CCc4ccccc43)sc2c1
→ . | . | . | -5.8% | -0.9%[76.3 µM] | -16.8% | . | -15.0%
- COc1ccc(OC)c(CN(CCCN2CCOCC2)S(=O)(=O)c2ccc(NC(C)=O)cc2)c1
→ -5.7% | -13.7% | -15.0% | -4.4% | -0.2% | -6.6% | -7.8% | -10.5%
- Cc1occc1C(=O)Nc1ccc2c(c1)CCC2
→ 1.1% | 0.2% | -2.3% | 3.1% | -10.8% | -3.5% | -15.4%[10 µM] | -4.8%
- COC1OC2COC(c3ccccc3)OC2C(O)C1O (stereo unspecified)
→ . | 7.2% | 2.3% | -5.8% | . | -6.8% | -6.9%[1.9 µM] | -5.7%
- CCOC(=O)C1=C(C)NC(=O)NC1c1cccs1 (stereo unspecified)
→ -2.1% | 4.5% | -0.9% | -1.6% | -2.9% | -2.4% | 21.6%[10 µM] | -6.1%
- CCC(C)NC(=O)Cn1cnc([N+](=O)[O-])c1 (stereo unspecified)
→ 2.9% | 1.7% | 6.8% | 2.1% | -10.9% | -2.2% | 6.4%[10 µM] | 0.6%
- O=C(NC(=S)Nc1ccc(CN2CCOCC2)cc1)c1ccc([N+](=O)[O-])cc1Cl
→ -1.8% | -3.1% | -4.7% | 15.6% | ? | -10.0% | . | ?
- CCC(c1nnc(SCc2nc3ccccc3s2)n1Cc1ccccc1)N(C)C (stereo unspecified)
→ ? | 3.6% | 2.1% | 0.4% | -6.6% | -0.9% | -27.6% | ?
- COc1ccccc1CN1CCNC(=O)C1CC(=O)N(C)Cc1cnccn1 (stereo unspecified)
→ ? | -10.8% | 0.4% | ? | -5.6% | -9.0% | -1.2%[10 µM] | -13.0%
- COc1cccc(CNC(=O)CN(c2ccc(C(C)C)cc2)S(=O)(=O)c2c(C)noc2C)c1
→ . | . | . | -1.5% | 3.6%[76.3 µM] | -12.2% | . | -6.7%
- CCc1cc2c(nc1CC)CCN(CC/C(C)=N/O[C@@H](C)c1cc(-c3c(C)cc(C)cc3C)no1)C2
→ 8.0% | 6.5%[17.5 µM] | -5.3%[17.4 µM] | 11.8%[11.6 µM] | -4.6% | -1.3%[11.6 µM] | -49.4%[inhibitor][10 µM] | ?
- O=S(=O)(c1ccccc1S(=O)(=O)N1CCCCC1)N1CCCCC1
→ -1.8% | -6.4% | -14.0% | -2.3% | 2.2% | 1.7% | 9.2% | -4.6%
- COc1ccccc1-c1noc(CCC(=O)Nc2ccc(C)cc2C)n1
→ . | . | . | ? | -7.4%[76.3 µM] | -11.1% | . | -8.4%
- CCOC(=O)N1CCC(Nc2c(NCCCOC)c(=O)c2=O)CC1
→ 3.9% | 1.5% | -9.9% | -1.8% | 6.1% | -7.6% | -6.1%[10 µM] | -15.2%
- CC(CC(=O)Nc1cccc(Cl)c1)c1ccccc1 (stereo unspecified)
→ 1.1% | 6.3% | 3.6% | 2.1% | -2.3% | -11.8% | 9.4%[0.074 µM] | -0.9%
- O=S(=O)(Nc1ncccn1)c1ccc(NC(=S)NCCc2ccccc2)cc1
→ -1.0% | 0.6% | -2.5% | -11.6% | 1.1% | -14.5% | -47.4%[inhibitor] | -3.3%
- CCCCC[n+]1ccn(C2=C([O-])c3ccccc3C(=O)/C2=N\S(=O)(=O)c2ccc(Cl)cc2)c1
→ . | 4.2% | -0.8% | -3.2% | 6.3% | -15.5% | 13.2%[10 µM] | ?
- CN(C)c1ccc(C2CC(=O)NC3=C2C(=O)CC(C)(C)C3)cc1 (stereo unspecified)
→ -2.0% | 3.0% | 0.6% | 4.1% | -20.2% | 7.6% | -11.4% | 4.4%
- CC(C)N(C(=O)c1sc2cc([N+](=O)[O-])ccc2c1Cl)C(C)C
→ -4.9% | -6.4% | 7.0% | 1.6% | -16.5% | -21.1% | 5.7% | ?
- Cc1noc(C)c1C(=O)N1CCN(c2cccc(Cl)c2)CC1
→ 2.1% | -4.1% | -17.6% | 0.1% | 0.6% | 4.2% | -11.0% | 1.4%
- OC(c1ccccc1)c1nc2ccccc2s1 (stereo unspecified)
→ -4.2% | -0.7% | -6.0% | 1.9% | -10.3% | 5.6% | -22.3% | -5.1%
- Cc1ccc(-c2nc3ccccc3[nH]2)cc1NC(=O)c1sc2cc(Cl)ccc2c1Cl
→ 2.3% | 2.7% | -1.7% | ? | 3.3% | -7.0% | 10.2%[10 µM] | -4.6%
- CCOC(=O)c1cnn(-c2cccc(F)c2)c1C1CCNCC1
→ . | . | . | -4.1% | 0.6%[76.3 µM] | -15.3% | . | 0.1%
- O=C(/C=C/c1ccccc1Cl)Nc1nc(-c2cccs2)ns1
→ . | . | . | ? | -4.8%[76.3 µM] | ? | . | -7.0%
- CCOC(=O)c1ccc(NC(=O)CSc2nnc(C3CCCCC3)n2C)cc1
→ 2.3% | -7.0% | -4.4% | -10.8% | 4.0% | -6.6% | 6.1%[10 µM] | -9.6%
- Cc1cc(-c2n[nH]c(=S)n2/N=C/C=C/c2ccco2)n[nH]1
→ . | 7.3% | 1.9% | -0.7% | -19.7% | -12.5% | -6.6%[10 µM] | ?
- Cc1ccc(CN(C(=O)COc2ccc(C)c(C)c2)C2CCS(=O)(=O)C2)o1 (stereo unspecified)
→ . | . | . | 0.3% | 1.3%[76.3 µM] | -10.5% | . | -3.5%
- COc1ccc(CCN=CC2=C(O)CC(C)(C)CC2=O)cc1
→ 7.9% | 8.0% | 10.5% | -6.7% | 4.2% | -4.9% | -10.6% | 4.3%
- Cc1ccc(NC(=O)Cn2cc3c(n2)CCCC3)c(C)c1
→ . | . | . | -3.9% | -6.6%[76.3 µM] | -9.5% | . | -6.0%
- COc1cc(C(=O)Nc2ccc(S(=O)(=O)Nc3nccc(C)n3)cc2)cc(OC)c1OC
→ 2.7% | -19.3% | -18.1% | 5.5% | 2.4% | -6.6% | 14.5%[10 µM] | -6.4%
- Oc1c(C=C2N=c3ccccc3=N2)sc(=S)n1-c1ccc(F)cc1
→ -5.5%&0.1% | -1.2%&1.5% | -7.0%&-1.0% | 1.9%&2.0% | 13.5%&-14.4% | ? | -11.8%[1.9 µM] | ?
- COc1ccc(CCn2c(=S)[nH]c3cc(C(=O)NCc4ccco4)ccc3c2=O)cc1OC
→ -6.6% | -10.0% | -5.4% | -10.3% | -1.4% | -24.7% | -48.4%[inhibitor] | ?
